zfTRPN1 agonist – agonists of zebrafish TRPN1 channel. HEK293 zebrafish TRPN1-YFP, Fluo-8 calcium fluorescence; 100% = response to 87 µM carbachol. activation, % at 3 µM. actives 0.18% (n = 220,000). AID 1424;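 active = activation above its plate's cutoff, the mean activation of test wells on that plate plus 3 SD, cut at about 19% in these data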;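 note: 0% = DMSO alone and 100% = 87 µM carbachol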
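Material: zebrafish TRPN1-YFP in HEK293 cells. Doses: one dose of 3 µM, 0.3% DMSO. Incubation: dye 1 h 37 °C plus 30 min RT. Measured by: intracellular calcium fluorescence with Fluo-8.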
RBBP9 inhibitor – blocks human serine hydrolase RBBP9; O75884; recombinant RBBP9, FP-Rh probe fluorescence polarization; inhibition, % at 7.94 µM; actives 0.2% (n = 220,000); AID 1515;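 active = inhibition above the campaign mean of all tested compounds plus 3 SD, cut at about 14% in these data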;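 note: plate controls were DMSO wells with RBBP9 for no effect and wells lacking RBBP9 protein for full effect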
Target sequence (O75884 whole entry, looked up): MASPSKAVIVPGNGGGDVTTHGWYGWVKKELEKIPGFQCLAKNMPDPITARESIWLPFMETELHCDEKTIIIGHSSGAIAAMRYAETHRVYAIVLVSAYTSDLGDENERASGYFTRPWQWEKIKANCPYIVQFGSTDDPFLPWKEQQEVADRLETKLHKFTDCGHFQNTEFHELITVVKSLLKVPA
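Measured by – fluorescence polarization · Test system – RBBP9 protein · Input – 2.5 µM RBBP9 dispensing solution, before mixing · Measure – percent inhibition from mP, scaled between DMSO and no-protein wells · Benchmarks – DMSO-treated enzyme wells and wells lacking RBBP9 · Times – preincubation 30 min plus labeling 45 min at 25 °C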
TRPML3 agonist – agonists of human TRPML3 channel. Q8TDD5. HEK293 TRPML3-YFP, Fluo-8 calcium fluorescence; 100% = the carbachol control signal. activation, % at 3 µM. actives 0.29% (n = 220,000);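 active = activation above its plate's cutoff, the mean activation of the plate's test wells plus 3 SD, cut at about 12% in these data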;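 note: 0% = DMSO only wells and 100% = carbachol wells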
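Test system: TRPML3-YFP stable HEK293 cells. Doses: single point at 3 µM. Incubation: dye loading 1 h 37 °C then 30 min ambient, 125 s read. Signal: Fluo-8 calcium dye fluorescence, ex 470-495, em 515-575 nm. Measure: percent activation from peak-to-basal fluorescence ratio, scaled between DMSO and carbachol.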
Wee1 stabilizer – human Wee1 degradation inhibition, primary screen; HeLa Luc-Wee1K328M stability, luciferase luminescence; 100% = proteasome inhibitor MG132 effect; reporter increase, % at 5 µM; actives 1.2% (n = 220,000); AID 1321; P30291;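 active = activation above the mean of all tested compounds plus 3 SD, set per screening run, cut at about 8.8% in these data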;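 note: cells exposed to compound for 20 h before luminescence read; 0% = DMSO alone and 100% = MG132 at 30 µM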
Target sequence (P30291 whole entry K328M): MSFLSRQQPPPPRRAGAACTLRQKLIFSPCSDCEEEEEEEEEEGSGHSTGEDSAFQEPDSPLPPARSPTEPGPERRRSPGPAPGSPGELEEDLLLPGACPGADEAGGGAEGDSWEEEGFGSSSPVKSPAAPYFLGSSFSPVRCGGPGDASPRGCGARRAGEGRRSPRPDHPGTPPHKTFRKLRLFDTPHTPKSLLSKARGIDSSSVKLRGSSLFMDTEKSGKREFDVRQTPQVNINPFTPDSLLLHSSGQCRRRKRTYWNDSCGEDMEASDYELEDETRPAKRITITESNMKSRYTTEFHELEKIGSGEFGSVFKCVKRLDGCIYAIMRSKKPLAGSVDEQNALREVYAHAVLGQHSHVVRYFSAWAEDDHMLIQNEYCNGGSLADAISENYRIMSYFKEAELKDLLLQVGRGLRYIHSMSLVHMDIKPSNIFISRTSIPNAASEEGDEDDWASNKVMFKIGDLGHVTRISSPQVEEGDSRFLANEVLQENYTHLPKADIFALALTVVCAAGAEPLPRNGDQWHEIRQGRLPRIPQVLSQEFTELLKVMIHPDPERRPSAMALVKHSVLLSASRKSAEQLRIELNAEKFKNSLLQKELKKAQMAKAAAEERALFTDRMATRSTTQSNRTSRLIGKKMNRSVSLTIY
Ba/F3 V617F tox – loss of viability in JAK2V617F-driven Ba/F3 cells | actives 1.1% (n = 220,000) | AID 1446 | inhibition, % at 5.6 µM | Ba/F3 EpoR-JAK2V617F viability, ATP luminescence;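 active = inhibition above the campaign mean plus 3 SD over all tested compounds, cut at about 24% in these data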;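 note: cytokine-independent growth of Ba/F3 cells driven by EpoR plus mutant JAK2; 0% = DMSO-treated cells and 100% = JAK inhibitor I control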
BaF3 tox – parental Ba/F3 viability inhibition as JAK2V617F counter-screen; CellTiter-Glo ATP luminescence; inhibition, % at 5.6 µM; actives 1.1% (n = 220,000);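 active = inhibition above a per-campaign cutoff, the mean inhibition of all tested compounds plus 3 SD, cut at about 27% in these data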;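 note: 0% = DMSO wells and 100% = JAK Inhibitor I control wells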
CHOP inh – inhibitors of CHOP induction in ER stress response; CHO-K1 CHOP-promoter luciferase, tunicamycin-induced, 15-18 h; inhibition, % at 10 µM; actives 3.8% (n = 220,000); AID 2732;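 active = compounds that reduced the stress-induced luciferase reporter signal by more than about 70% of percent inhibition, limit read from the data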;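 note: 0% = tunicamycin plus vehicle and 100% = wells without tunicamycin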
TNF necrop inh – inhibitors of TNF-alpha induced necroptosis in Jurkat FADD-/- cells; Jurkat FADD-/- TNF necroptosis rescue, ATP luminescence, 24 h; 0 = TNF only, 100 = no-TNF cells; AID 463075; activation (protection from cell death), % at 10 µM; actives 0.068% (n = 220,000);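 active = activation, meaning protection from cell death, of at least 50% relative to plate controls; inactive = activation below 50%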;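 note: necroptosis triggered by 40 ng/mL TNF-alpha added together with compound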
PPC-1+TRAIL kill – PPC-1 cancer cell killing with TRAIL present. PPC-1 cells + TRAIL, ATPLite viability luminescence. cell killing (% activity), % at 4 µM. actives 0.41% (n = 220,000). AID 1443;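 active = cell killing above 50% in the first pass at 4 µM, then a duplicate retest at 5 µM averaging 50% or more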;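 note: plate controls were cells with TRAIL plus DMSO for no effect and medium-only wells lacking cells for full effect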
* hit, by the source's call; nt = not tested or not shown. Rows were taken by chance. Share with any hit: about 6.8%.

SMILES	zfTRPN1 agonist	RBBP9 inhibitor	TRPML3 agonist	Wee1 stabilizer	Ba/F3 V617F tox	BaF3 tox	CHOP inh	TNF necrop inh	PPC-1+TRAIL kill
C/C(=N\NC(=O)CCc1c(C)n[nH]c1C)c1ccc([N+](=O)[O-])cc1	0.5	-6.6	0.3	-3.4	-3.7	-1.6	2.3	5.6	13.7
COc1ccc(NCc2nnc(SCC(=O)Nc3cc(C)cc(C)c3)o2)cc1	-0.3	-9.8	-0.3	-0.2	5.3	3.2	12.2	-1.5	20.6
CC(=O)Nc1nonc1NC(=O)c1ccc(C(C)(C)C)cc1	-1.4	-0.2	0.2	6.3	-2.0	-0.7	-9.5	-0.7	10.8
Cc1nn(C)cc1/C=N/NC(=O)c1ccc2c(c1)OCO2	0.5	-4.6	-0.2	-2.7	6.5	0.2	-7.0	-2.3	23.3
COc1ccc(OC)c(S(=O)(=O)N2CCC(C(=O)Nc3cccc(C)c3C)CC2)c1	2.6	2.4	1.3	-1.3	-0.3	10.5	15.2	-2.0	17.2
Cc1ccc(NC(=O)/C(=C\c2ccccc2)NC(=O)c2ccco2)cc1	3.7	-3.3	0.6	2.4	-0.8	-2.4	10.2	-1.6	0.2
Cn1c(-c2cc(Br)ccc2O)n[nH]c1=S	-0.2	-8.2	-0.2	2.4	-3.4	1.2	7.2	0.5	1.6
Cc1c(C)c2ccc(Oc3ccc([N+](=O)[O-])cc3C(F)(F)F)c(C)c2oc1=O	0.4	-1.9	0.9	3.4	0.3	1.0	25.9	-0.1	-3.3
O=C(Nc1nc2ccsc2c(=O)s1)c1ccc(F)cc1	1.3	-8.9	0.1	3.6	5.0	1.6	-19.2	0.5	6.5
Cc1c(C(C)O)nnn1-c1nonc1N (stereo not given)	0.4	6.6	-0.1	-3.1	3.2	5.5	9.3	-0.5	-11.6
COC(=O)CSc1ccsc1C(=O)O	0.7	-1.9	0.5	0.7	-3.3	2.5	26.0	0.7	26.3
O=C1N=C(N2CCCC2C(=O)O)S/C1=C\c1ccco1 (stereo not given)	1.7	-5.7	1.2	12.9*	3.3	4.2	-3.4	-1.2	1.7
COc1ccc(C2NC(=O)c3ccccc3N2)cc1OC (stereo not given)	2.0	-5.5	0.6	0.1	6.5	11.9	-11.8	0.7	-7.3
FC(F)(F)c1cccnc1Oc1ccc(C2=NCCS2)cc1	1.2	-2.7	1.2	-0.5	3.0	-0.6	-5.7	-10.0	0.5
Cc1ccc2nnc(Cl)n2n1	-0.3	-1.4	0.1	0.6	-1.9	2.6	-2.4	-4.1	6.9
CCN(CC)S(=O)(=O)c1ccc(OC)c(NC(=O)CSc2cc(C)ccc2C)c1	0.8	-5.3	0.4	3.2	-2.7	-0.1	25.3	2.9	3.2
CC(C)CC(c1nnnn1Cc1cccs1)N1CCN(c2nc3ccccc3s2)CC1 (stereo not given)	-0.4	-3.0	2.3	3.3	0.5	3.1	10.0	1.5	-12.0
CC(C)c1cccc(C(C)C)c1NC(=O)COC(=O)c1ccc(OCC(=O)Nc2cccc(C(F)(F)F)c2)cc1	0.0	-0.1	0.7	-3.3	5.0	8.2	21.8	1.0	13.6
O=C1CC(C2CCCO2)C(=O)N1Cc1ccccc1 (stereo not given)	1.3	-1.0	0.8	-2.0	-1.8	7.3	-2.5	3.0	-4.5
CCOC(=O)c1nc(Nc2ccc(C(C)=O)cc2)c2ccccc2n1	1.4	3.8	0.3	0.6	-3.9	-3.5	0.8	-3.1	-3.6
CSc1nc2ccc(NC(=O)c3c(F)cccc3F)cc2s1	-1.8	-8.4	0.2	4.3	0.8	0.8	-8.1	3.2	14.3
Cc1nn(-c2ccccc2)c(N)c1C1(O)C(=O)N(C(C)C)c2ccccc21 (stereo not given)	-0.4	-7.4	0.7	-2.6	-1.0	8.3	19.9	2.4	-1.1
CCCc1nnc(SCC(=O)N2CCCC(C)C2)n1CCOC (stereo not given)	0.1	-9.9	0.1	1.9	7.5	8.8	0.1	-0.4	16.0
CCn1c(O)c(C=NC2CCCC2)sc1=S	-0.3	0.9	0.9	-0.6	-4.0	1.0	12.6	13.7	-2.5
Clc1ccc(-c2n[nH]c3c2Cc2ccccc2-3)cc1Cl	1.7	-1.7	0.3	-1.1	-3.9	-3.8	22.0	4.3	7.7

Seven compounds from above, showing only CHOP inh:
SMILES,CHOP inh
FC(F)(F)c1cccnc1Oc1ccc(C2=NCCS2)cc1,-5.7
Cc1ccc2nnc(Cl)n2n1,-2.4
CCN(CC)S(=O)(=O)c1ccc(OC)c(NC(=O)CSc2cc(C)ccc2C)c1,25.3
CC(C)CC(c1nnnn1Cc1cccs1)N1CCN(c2nc3ccccc3s2)CC1 (stereo not given),10.0
CC(C)c1cccc(C(C)C)c1NC(=O)COC(=O)c1ccc(OCC(=O)Nc2cccc(C(F)(F)F)c2)cc1,21.8
O=C1CC(C2CCCO2)C(=O)N1Cc1ccccc1 (stereo not given),-2.5
CCOC(=O)c1nc(Nc2ccc(C(C)=O)cc2)c2ccccc2n1,0.8

Entries of single compounds from above. Order of values: zfTRPN1 agonist, RBBP9 inhibitor, TRPML3 agonist, Wee1 stabilizer, Ba/F3 V617F tox, BaF3 tox, CHOP inh, TNF necrop inh, PPC-1+TRAIL kill
CCCc1nnc(SCC(=O)N2CCCC(C)C2)n1CCOC (stereo not given) in the list: 0.1, -9.9, 0.1, 1.9, 7.5, 8.8, 0.1, -0.4, 16.0
Cn1c(-c2cc(Br)ccc2O)n[nH]c1=S in the list: -0.2, -8.2, -0.2, 2.4, -3.4, 1.2, 7.2, 0.5, 1.6

(further entries)
SMILES	zfTRPN1 agonist	RBBP9 inhibitor	TRPML3 agonist	Wee1 stabilizer	Ba/F3 V617F tox	BaF3 tox	CHOP inh	TNF necrop inh	PPC-1+TRAIL kill
O=C(C1=C(c2ccccc2)C(=O)c2ccccc2C1=O)c1ccccc1	-2.3	0.0	-1.0	-4.2	3.4	1.6	104.2*	-30.9	4.1
COc1ccc(C2c3ccc(O)cc3Oc3ncn(Cc4ccco4)c(=N)c32)cc1OC (stereo not given)	1.1	-3.2	0.5	-2.0	-1.9	1.8	-20.4	0.8	3.2
CCCNC(=O)NC(=O)COC(=O)c1oc2ccc(OCC)cc2c1C	0.6	-5.1	-0.1	4.1	-1.9	2.3	72.4*	-1.2	-13.8
COc1ccc(NC(=S)NCc2ccc(S(N)(=O)=O)cc2)cc1OC	-0.4	-3.5	-0.3	-3.2	-2.3	0.6	2.3	-0.5	19.2
Cc1cccc(Oc2nc(-c3ccncc3)nc3ccccc23)c1	-2.8	-8.0	0.6	-1.2	-3.2	0.9	13.5	4.4	10.3
CN1CCN(C(=O)c2ccc(CN(c3ccccc3)S(=O)(=O)c3ccccc3)cc2)CC1	0.6	3.6	0.3	-0.2	1.3	6.8	11.2	0.7	5.7
O=C(CSc1ncc(C(F)(F)F)cc1Cl)N1CCN(S(=O)(=O)c2ccc3ccccc3c2)CC1	-0.4	-8.5	0.6	0.1	-1.8	4.8	50.3	-2.3	-8.2
O=c1cc(-c2ccccc2Cl)oc2c(NS(=O)(=O)c3cc(Cl)cc(Cl)c3O)ccc(O)c12	4.8	-8.9	-0.2	-1.9	-1.7	2.5	48.2	-0.7	-14.5
COC(=O)CC1C(=O)NCCN1C(=O)CSc1nnnn1-c1ccc(OC)cc1 (stereo not given)	0.6	-5.7	0.4	6.7	3.4	0.0	-5.9	0.4	1.7
Cc1ccc2nc(-c3ccc(NC(=O)COC(=O)c4ccc([N+](=O)[O-])o4)cc3)sc2c1	0.3	-3.7	0.5	7.3	0.6	1.3	29.1	-0.5	50.6*
Cc1occc1-c1nc(-c2ccccn2)no1	-0.6	1.2	1.6	0.6	5.8	5.2	35.8	-5.9	31.8
O=C(/C=C/c1ccc(OCCCF)cc1)Nc1ccnc(-c2ccncc2)n1	8.8	-11.7	2.6	-3.0	1.7	2.3	34.4	-6.6	49.2
CCOCC(=O)Nc1cccc(Br)c1	0.3	-3.7	0.3	-2.5	4.7	6.4	32.4	-1.7	5.7
O=C1NC2(CCCCC2)C(=O)N1CCS(=O)(=O)Oc1ccccc1	0.4	5.1	1.6	-2.0	-1.5	4.3	3.0	1.5	3.1
CC(/C=N/NC(=O)Cc1cc(=O)[nH][nH]1)=C\c1ccccc1	1.8	-3.0	-0.7	-2.3	0.7	2.7	27.6	-1.2	8.6
O=C(CC1C(=O)NCCN1Cc1ccc(-c2ccccc2)cc1)NC1CCC1 (stereo not given)	-0.8	2.1	0.8	-3.8	1.2	3.0	-5.5	1.3	nt
CCCCNC(=S)N(C)/N=C/c1c(C)[nH]c2ccccc12	-1.6	-8.8	-1.1	-0.3	2.8	6.6	72.4*	0.7	2.8
O=CNNC(=O)c1cccc([N+](=O)[O-])c1	0.9	1.7	1.1	1.7	0.6	8.5	34.9	1.4	3.0
c1ccc(-n2c(-c3ccncc3)nnc2-c2cccs2)cc1	-0.5	-1.9	0.4	-1.1	1.4	3.7	-17.9	-2.1	-15.0
Cn1c(SCc2ccc3c(c2)OCO3)nnc1-c1ccccc1	-1.3	-14.4	1.0	0.3	0.4	1.9	-46.8	-1.4	12.5
O=C(Nc1ccccc1-c1ccccc1)NC1CCN(C(=O)N2CCOCC2)CC1	-0.2	-7.6	0.9	-2.3	1.7	1.5	10.3	-0.8	10.7
Cc1ccc(S(=O)(=O)c2cnc(-c3ccccc3)nc2N2CCCCC2)cc1	-0.4	-9.6	0.5	-1.3	1.1	7.0	-6.0	12.1	15.5
CCOC(=O)C1=C(C)Nc2ccc(C)cc2S1	0.6	6.9	0.4	-1.9	0.8	6.0	-36.9	-1.5	2.1
O=C(Cc1ccccc1)NCCN1CCCC1	1.8	-7.1	0.6	1.1	-1.7	-5.2	-0.2	-0.8	-7.4
CCN(C(=O)COC(=O)CNS(=O)(=O)c1ccccc1)c1ccccc1	0.1	-2.8	0.8	2.6	4.0	11.2	6.5	-0.7	-4.8
Cn1c(-c2ccc3c(c2)OCO3)c(C(=O)O)c(=O)c2ccccc21	-0.1	-10.0	-0.1	0.4	0.0	1.2	25.2	-0.1	11.6
Cc1ccc(-c2n[nH]c(=O)c3ccccc23)cc1N	0.6	-0.8	1.0	4.3	-1.5	2.5	14.5	-4.4	8.0
Cc1cc(Cl)ccc1OCCCC(=O)NCc1ccncc1	1.1	-5.0	0.7	-1.6	-3.0	0.7	-37.2	0.2	-1.8
O=c1cc(-c2ccc(O)c(O)c2)oc2cc(O)c(C3OC(CO)C(O)C(O)C3O)c(O)c12 (stereo not given)	0.3	-12.9	0.1	-2.1	-3.6	-6.8	24.4	0.6	4.7
Cc1ccc(C(NC(=O)N2CCOCC2)C(Cl)(Cl)Cl)cc1F (stereo not given)	-0.3	-3.9	-0.1	-2.9	-0.8	5.4	18.6	0.2	-4.2

High-throughput results: PubChem, several laboratories
